Assay outcomes as filed in PubChem BioAssay.
SIAE inh: blocks human sialic acid acetylesterase | Q9HAT2 | inhibition, % at 9.66 µM | AID 1053197 | 370,000 tested, 0.69% active | SIAE FP-Rh probe binding, fluorescence polarization;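 active means inhibition above a cutoff: mean of compounds within the control limits plus 3 SD of those, cut at about 17% in these data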;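 further: 0% = plate median of compound wells and 100% = probe without SIAE protein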
DDE Tn7 FP inh: DD(E)-Tn7 binding inhibition, primary FP screen; AID 720508; 370,000 tested, 0.13% active; FP displacement of FITC-Tn7 peptide from fibrin DD(E); 0% = median of compound wells per plate; P02675; inhibition, % at 8.3 µM;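 active means inhibition above the mean of compounds falling within the control limits plus 3 SD of them, cut at about 14% in these data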;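 further: 0% = plate median of compound wells and 100% = 10 µM Aha-Tn7 peptide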
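system = human fibrin DD(E) protein | quantity = DD(E) 2 µM final | medium = Tris/NaCl/CaCl2 buffer, pH 7.8 | also added = labelled Tn7 tracer, 0.1 µM | compound dosing = single point at 8.3 µM | timing = compound with protein 10 min, then 3 h after probe, room temperature | signal = FP measurement | benchmarks = Aha-Tn7 high control | repeats = one replicate per compound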
KLK7 zymogen act: activates the human kallikrein-7 zymogen | P49862 | purified proKLK7, EDANS-DABCYL substrate fluorescence; 100% is mature enzyme control, 0% vehicle | activation, % at 7 µM | 370,000 tested, 0.9% active;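 active means activation above the mean of all tested compounds plus 3 SD, computed per campaign excluding outliers beyond control limits, cut at about 13% in these data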
Target sequence (P49862 whole entry, looked up): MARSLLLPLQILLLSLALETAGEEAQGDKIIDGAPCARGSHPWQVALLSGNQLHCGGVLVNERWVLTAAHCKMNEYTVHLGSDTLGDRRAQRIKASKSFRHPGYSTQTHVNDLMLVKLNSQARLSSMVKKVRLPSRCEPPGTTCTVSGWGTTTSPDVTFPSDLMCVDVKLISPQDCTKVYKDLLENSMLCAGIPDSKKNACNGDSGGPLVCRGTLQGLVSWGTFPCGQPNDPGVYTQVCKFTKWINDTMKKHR
MBD2 inh: inhibitors of human MBD2 binding to methylated oligonucleotide. Q9UBB5. TR-FRET. inhibition, % at 4.4 µM. 370,000 tested, 0.31% active; in the data active means inhibition above about 13%
Target sequence (Q9UBB5 whole entry, looked up): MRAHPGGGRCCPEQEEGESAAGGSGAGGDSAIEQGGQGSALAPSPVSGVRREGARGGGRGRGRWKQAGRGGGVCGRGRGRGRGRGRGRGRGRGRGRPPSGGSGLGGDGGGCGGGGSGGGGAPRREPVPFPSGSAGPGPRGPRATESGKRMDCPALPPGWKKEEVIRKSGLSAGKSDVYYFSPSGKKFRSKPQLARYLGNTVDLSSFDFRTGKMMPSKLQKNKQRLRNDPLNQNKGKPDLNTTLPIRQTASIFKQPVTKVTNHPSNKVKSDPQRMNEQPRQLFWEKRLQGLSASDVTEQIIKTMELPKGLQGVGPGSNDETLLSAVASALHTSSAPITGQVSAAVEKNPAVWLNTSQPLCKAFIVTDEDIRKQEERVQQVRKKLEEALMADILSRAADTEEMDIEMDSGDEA
LEDGF integ inh: blocks HIV-1 LEDGF/p75-dependent DNA integration | TR-FRET IN-LEDGF/p75 DNA integration, Eu/Cy5 | inhibition, % at 3.7 µM | 370,000 tested, 0.64% active | AID 743269;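 active means inhibition above the screen-wide mean plus 3 SD, cut at about 13% in these data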;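 further: signal is the Cy5 over europium emission ratio at 671 and 618 nm; 0% = plate median of compound wells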
PRMT1 FP inh: inhibitors of human PRMT1; Q99873; recombinant PRMT1, activity-based probe fluorescence polarization; inhibition, % at 2.79 µM; 370,000 tested, 1.3% active;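 active means inhibition above about 21% made by adding two undisclosed values, limit read from the data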
Target sequence (Q99873 whole entry, looked up): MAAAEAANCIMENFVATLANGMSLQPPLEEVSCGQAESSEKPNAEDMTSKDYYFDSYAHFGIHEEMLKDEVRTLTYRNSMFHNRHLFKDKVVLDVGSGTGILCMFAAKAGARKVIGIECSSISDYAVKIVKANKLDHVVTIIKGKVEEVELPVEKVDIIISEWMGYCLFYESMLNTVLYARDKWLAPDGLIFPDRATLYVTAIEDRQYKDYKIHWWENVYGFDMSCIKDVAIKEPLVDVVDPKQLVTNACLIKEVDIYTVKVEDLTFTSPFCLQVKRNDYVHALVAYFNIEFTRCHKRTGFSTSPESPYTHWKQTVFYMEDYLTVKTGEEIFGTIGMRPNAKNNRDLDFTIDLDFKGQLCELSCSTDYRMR
TCR-CD3 inh: inhibitors of human TCR-CD3 interaction; 360,000 tested, 0.37% active; TAMRA-labeled TCR probe fluorescence, biochemical; inhibition, % at 9.4 µM; in the data active means inhibition above about 19%;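 further: recombinant mutant TCR 2C K166C tagged with TAMRA read by polarization; 0% = receptor in buffer alone and 100% = receptor with positive control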
UHRF1 binding: UHRF1 methyl-DNA binding inhibition | Q96T88 | UHRF1 binding to methylated oligo, TR-FRET | inhibition, % at 4.4 µM | 370,000 tested, 0.75% active | AID 687016; in the data active means inhibition above about 21%;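 further: UHRF1 SRA domain binding a hemimethylated CpG hairpin DNA probe; 0% = median of test compound wells and 100% = reference inhibitor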
Tn6 DDE FP: DD(E)-Tn6 binding inhibition, primary FP screen | Fibrin DD(E) TRITC-Tn6 fluorescence polarization displacement | inhibition, % at 8.3 µM | 370,000 tested, 0.21% active;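 active means inhibition above a per-campaign cutoff: mean of compounds within control limits plus 3 SD, cut at about 15% in these data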;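 further: 0% = median of all compound wells on the plate and 100% = blocking peptide control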
TDP2 absorb: blocks human TDP2 phosphodiesterase activity. O95551. 370,000 tested, 0.34% active. recombinant TDP2, T5PNP hydrolysis, p-nitrophenol absorbance 415 nm. inhibition, % at 12.8 µM;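 active means inhibition above the mean of all tested compounds plus 3 SD, set per campaign, cut at about 25% in these data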;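 further: 0% = DMSO with enzyme and 100% = buffer with substrate but no TDP2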
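Read-out basis: percent inhibition. System: recombinant human TDP2. Buffer or medium: Mg2+-containing Tris-HCl buffer, pH 7.5. Repeats: single replicate. Timing: reaction 2 h, 37 °C. Benchmarks: high control without enzyme, low control DMSO plus TDP2. Probe or stimulus: 5 mM T5PNP. Doses: 12.8 µM only. Measured by: epi absorbance of p-nitrophenol freed from T5PNP by hydrolysis.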
Starred values were filed as active, the others as inactive; · = no result given.

SMILES	SIAE inh	DDE Tn7 FP inh	KLK7 zymogen act	MBD2 inh	LEDGF integ inh	PRMT1 FP inh	TCR-CD3 inh	UHRF1 binding	Tn6 DDE FP	TDP2 absorb
Fc1cccc(Cc2noc(CN3CCOCC3)n2)c1	2	0	0.1	3	-4	0	0	0	1	12
CCOc1ccccc1/C=C(\NC(=O)c1ccccc1)C(=O)NCCC(=O)O	-3	-1	0.0	5	0	5	-8	1	-6	8
CC(=O)N1C(c2ccccc2O)C[C@]2(C)CC(=O)NC12 (stereo partly drawn)	4	-1	-0.4	-4	-10	-1	-5	3	-4	3
O=C(/C=C/c1ccc(O)cc1)c1ccc(NC2=C(N3CCCCC3)C(=O)c3ccccc3C2=O)cc1	-6	5	7.9	-5	15*	8	1	9	-11	49*
COc1ccc(C=O)cc1COc1ccc(C)cc1[N+](=O)[O-]	-5	1	0.3	7	1	2	-4	3	-5	-9
CC(C)COc1cccc(C(=O)NC(=S)NCc2cccnc2)c1	0	8	0.4	1	1	-1	-1	0	-4	7
C[C@@H](CSc1ccc(Br)cc1)CN1CC[C@H](O)CCC1=O	2	0	-0.1	-4	-2	0	4	-2	2	9
O=C(Nc1cccc(S(=O)(=O)N2CCCCCC2)c1)c1ccc(Cl)nc1	-14	-5	-1.0	4	-1	0	-4	-2	-2	-10
Cc1ccc(S(=O)(=O)N2CCC(=O)N(CCOCc3ccc(F)cc3)CC2)cc1	2	-3	0.6	-1	2	0	1	2	4	-2
O=C(OCCN1CCN(C2CN(Cc3cn(Cc4ccc([N+](=O)[O-])cc4)nn3)S(=O)(=O)C2)CC1)c1cc2ccccc2o1 (stereo not drawn)	-1	0	-0.3	1	4	3	·	6	-1	11
O=C(Cc1ccc(Cl)cc1)N1CCC2(CC1)NCCc1[nH]cnc12	-1	1	-0.1	0	1	-2	5	0	-2	-4
CC1(C(=O)Nc2ccc3[nH]ncc3c2)CCN1C(=O)Cc1ccc(-c2ccccc2)cc1 (stereo not drawn)	-2	0	0.1	4	2	-1	-1	-2	-6	-6
O=C(O)CNC(=O)c1ccccc1Br	-5	2	0.2	0	-5	0	-1	0	3	6
CC(=O)c1ccc(NC(=S)N2CCN(CCO)CC2)cc1	5	3	0.0	-5	1	3	-7	-1	-6	0
N#CCC(=O)NC1CCC(CC2CCC(NC(=O)CC#N)CC2)CC1 (stereo not drawn)	-1	-8	0.7	-3	2	-3	1	0	-7	1
CC(=O)Nc1ccc(S(=O)(=O)N2CCN(Cc3cccnc3)CC2)cc1	-5	1	0.1	4	1	0	7	-5	1	6
COc1ccc(OC)c(S(=O)(=O)n2cccn2)c1	-1	9	-0.3	4	3	0	-1	2	-4	0
CNc1nc2ccccc2n1/N=C/c1cccc(OC)c1OC	-1	-1	0.2	3	0	-2	0	-3	-11	11
O=C(Cc1ccccc1F)Nc1cc(S(=O)(=O)N2CCCCC2)ccc1N1CCOCC1	0	0	0.6	0	-4	1	-7	1	3	-8
CCN(CC(=O)Nc1c(F)cccc1F)C(=O)c1cc(S(=O)(=O)N(C)C)ccc1N1CCCC1	-2	3	0.2	-2	3	-1	-1	-3	-5	13
Cc1ccc(NC(=O)CCC(=O)NN=Cc2ccc(C)o2)c(C)c1	-2	-4	-0.1	-2	4	0	2	-1	-3	-8
O=c1sc(N2CCN(c3ccc(F)cc3)CC2)nc2ccsc12	-2	-9	0.1	-1	-1	4	0	2	6	-3
S=c1[nH]nc(COc2ccc(Cl)cc2)n1C1CCCCC1	11	-6	0.1	-1	-2	18	-7	4	2	-11
CCc1nc(C)cn1S(=O)(=O)c1ccc2c(c1)OCCO2	8	2	-0.8	-2	-1	0	-2	1	-3	7
Cc1c(Cl)cccc1NC(=O)CNC(=O)c1ccco1	2	-2	0.3	-2	3	0	-1	3	-9	-13

More results
SMILES	SIAE inh	DDE Tn7 FP inh	KLK7 zymogen act	MBD2 inh	LEDGF integ inh	PRMT1 FP inh	TCR-CD3 inh	UHRF1 binding	Tn6 DDE FP	TDP2 absorb
Cc1cc(C)c2nc(SCC(=O)N(C)C3CCS(=O)(=O)C3)cc(C)c2c1 (stereo not drawn)	3	-5	-0.4	-5	2	1	3	0	-3	8
COc1ccccc1C1CN=NC12CCCc1ccccc1C2=O (stereo not drawn)	3	-2	0.5	0	0	-2	3	-1	-6	2
CCOc1ccc(OCCOC(=O)CN(C)S(=O)(=O)c2ccc(NC(C)=O)cc2)cc1	20*	-2	-0.7	-2	1	-4	1	0	4	3
CCOC(=O)C1=CCN(S(=O)(=O)c2cccc(Cl)c2)C1c1ccccc1 (stereo not drawn)	-2	-4	1.0	5	5	-1	4	1	-4	1
CCN(c1ccccc1)S(=O)(=O)c1cc(C(=O)Nc2ccccc2Cl)ccc1F	1	-2	0.7	0	-2	0	0	3	0	7
Cc1ccc(C(=O)OCc2nc3ccccc3s2)o1	0	9	-0.4	0	-1	4	5	0	3	-3
CC1CCCN(CC(O)COc2ccc(S(=O)(=O)N3CCCC3)cc2[N+](=O)[O-])C1 (stereo not drawn)	-1	0	-0.1	2	-3	6	-3	1	1	3
COc1cccc(/C(C)=N/Nc2ncc(Cl)cc2Cl)c1	4	-4	0.2	-7	2	2	2	-5	3	10
CCS(=O)(=O)N1CCN(Cc2ccccc2OC)CC1	1	-9	-0.3	4	7	-1	-9	7	0	-7
CNCC(=O)N(CC(C)C)c1c(N)n(CC(C)C)c(=O)[nH]c1=O	-10	-1	0.8	9	4	9	-11	7	-2	-8
CC1CCCCN1C(=O)NC1CC(=O)N(c2ccc3c(c2)OCCO3)C1 (stereo not drawn)	5	-4	-0.6	-2	0	-3	-1	-4	4	-1
O=C(COC(=O)c1ccc2c(=O)n3c(nc2c1)CCC3)Nc1ccc(OC(F)F)cc1	-10	0	0.1	0	-5	3	0	0	0	-4
CCOC(=O)c1c(NC(=O)CCS(=O)(=O)c2ccccc2)sc2c1CCN(C(C)C)C2	4	-1	-2.9	-1	-2	-3	0	2	5	3
COc1ccccc1C(c1c(N)n(C)c(=O)n(C)c1=O)C(C)[N+](=O)[O-] (stereo not drawn)	12	5	0.8	-1	2	-5	0	1	5	1
COc1cccc(/C=N/NC(=O)c2cc(-c3ccccn3)nc3ccccc23)c1O	-6	3	-0.1	3	-9	7	-9	-4	-10	-15
O=C(/C=C/[C@H]1O[C@@H](n2ccc(=O)[nH]c2=O)[C@H](O)[C@@H]1O)NCCc1cccs1	3	-8	-0.6	8	1	7	2	-1	-2	3
Cc1ccc(OC(=O)c2cc(C)nn2C(C)(C)C)cc1	1	-1	0.8	4	6	-3	-1	-4	-5	-3
O=C1CCN(Cc2ccc(Br)cc2)CCN1[C@H](CO)c1ccccc1	3	1	0.8	2	-2	0	-1	0	-2	7
CN1C(=O)/C(=C/c2cc(N=Nc3ccccc3)ccc2O)SC1=S	0	-11	-0.1	1	2	9	-5	4	7	-11
Clc1ccc(-c2nnc(COc3ncnc4sccc34)o2)cc1	-4	7	0.1	-5	-2	-1	6	-5	-1	-1
Cc1ccc(-c2n[nH]c(=S)n2/N=C/c2cccs2)cc1	1	3	-0.1	5	-8	32*	-8	2	1	-12
CCCCc1nc(N2CCOCC2)c(C#N)c2c1COC(C)(C)C2	4	-1	-0.3	4	0	-2	9	0	-2	-1
COc1ccc(N2C(=O)CC(NCc3cccs3)C2=O)cc1 (stereo not drawn)	-5	-4	0.7	0	-4	51*	3	4	5	-13
COc1ccccc1N1CCN(C(=O)c2cccc(NC3=NC4CS(=O)(=O)CC4S3)c2)CC1 (stereo not drawn)	6	10	0.3	0	-1	0	5	2	3	6
O=C(/C=C/c1cccs1)N1CCCC1	7	0	-0.4	-1	5	-8	8	-5	5	-7

(next part)
SMILES	SIAE inh	DDE Tn7 FP inh	KLK7 zymogen act	MBD2 inh	LEDGF integ inh	PRMT1 FP inh	TCR-CD3 inh	UHRF1 binding	Tn6 DDE FP	TDP2 absorb
COc1ccc(-c2nc(CS(=O)CC(=O)NCCC3=CCCCC3)c(C)o2)cc1 (stereo not drawn)	0	-2	-0.1	2	5	6	4	-2	-8	8
CC1CCCC(C)N1C(=O)CSc1nnc(-c2cccs2)o1 (stereo not drawn)	-3	-6	-0.2	1	0	2	3	0	-3	5
COC(=O)[C@@]1(C)CC[C@]2(C)CC[C@@]3(C)C(=CC(=O)C4[C@@]5(C)CC[C@H](O)C(C)(C)[C@@H]5CC[C@]43C)[C@H]2C1 (stereo partly drawn)	-9	-8	0.2	3	1	1	1	0	0	10
O=C(NCCN1C(=O)C2C3C=CC(C3)C2C1=O)Nc1cccnc1 (stereo not drawn)	-7	4	0.1	2	-2	2	3	3	-7	3
NC1=NC2(CCCC2)n2c(nc3ccccc32)N1	1	5	0.2	3	0	-2	-3	8	10	11
CCOC(=O)COc1ccc2c(=O)cc(-c3ccccc3)oc2c1	-6	-7	0.9	6	-1	6	0	-4	-1	-7
CCCCCCOc1ccc(C(CC(=O)NC)C(=O)O)cc1 (stereo not drawn)	0	4	0.2	1	-5	-1	-1	2	-2	4
CCc1cc2c(N3CCN(C(=O)c4ccco4)CC3)ncnc2s1	2	9	-0.1	2	2	1	7	-3	2	12
COc1ccc(C2=NN(C(C#N)c3ccc(OC)c(OC)c3)C(c3ccccc3)C2)cc1 (stereo not drawn)	-2	10	-0.8	-5	-1	-2	4	-1	-7	-11
Nc1ccn(CCCNCC(c2ccccc2)c2ccccc2)c(=O)n1	7	-4	0.8	-1	2	-4	4	-3	0	2
COc1ccc(S(=O)(=O)N(C)c2ccc(C(=O)NCc3ccccn3)cc2)cc1	4	-4	0.0	0	4	-3	4	-1	7	18
Nc1nonc1-n1nnc(C(=O)N/N=C/c2ccc(OCc3ccccc3F)cc2)c1CNc1ccccc1	-1	4	0.1	-1	2	-1	8	-3	-3	17
COc1ccccc1N1C(=O)C(=O)N(C)C1=O	7	-1	-1.0	-5	1	-2	5	-2	-1	5
C[C@H](NC(=O)C1CCN(S(=O)(=O)c2ccccc2)CC1)C(=O)NCc1ccccn1	-1	1	-0.3	-1	0	-5	2	0	11	18
O=C(c1cc(Cl)nc2ccccc12)N1CCc2ccccc2C1	6	-2	0.6	1	2	-2	10	-2	3	9

Sorted by value in UHRF1 binding (falling): three of the compounds above.
SMILES	SIAE inh	DDE Tn7 FP inh	KLK7 zymogen act	MBD2 inh	LEDGF integ inh	PRMT1 FP inh	TCR-CD3 inh	UHRF1 binding	Tn6 DDE FP	TDP2 absorb
COc1ccc(C=O)cc1COc1ccc(C)cc1[N+](=O)[O-]	-5	1	0.3	7	1	2	-4	3	-5	-9
CCOc1ccc(OCCOC(=O)CN(C)S(=O)(=O)c2ccc(NC(C)=O)cc2)cc1	20*	-2	-0.7	-2	1	-4	1	0	4	3
COc1ccc(-c2nc(CS(=O)CC(=O)NCCC3=CCCCC3)c(C)o2)cc1 (stereo not drawn)	0	-2	-0.1	2	5	6	4	-2	-8	8
